ABCB1 inh: blocks JC-1 efflux by human ABCB1 transporter. P08183. CCRF-Adr cells, flow cytometry. inhibition, % at 6.6 µM. 0.067% of 190,000 active. AID 1326; in the data active = inhibition above about 40%;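 note: 0% = vehicle and 100% = reference inhibitor; higher value means more JC-1 retained so stronger ABCB1 efflux block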
Rab2A wt mod: changes GTP binding to wildtype dog Rab2A, up or down. AID 760. GST-Rab2 wt beads, Bodipy-GTP binding, flow cytometry. 0.19% of 190,000 active. GTP binding activity, % at 10 µM;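 active = GTP binding activity at least 20 points away from 100%, either lowered or raised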;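 note: 0% = beads with excess unlabeled GTP and 100% = no-compound control corrected for plate trend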
HRas wt GTP: human HRas wildtype GTP binding, change in either direction; GTP binding activity, % at 10 µM; GST-Ras wt beads, Bodipy-FL-GTP binding, flow cytometry; actives lie on both sides; P01112; AID 759; 0.14% of 190,000 active;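 active = GTP binding activity at least 20% away from the 100% baseline, either lowered as inhibitor or raised as activator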;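 note: 0% = unlabeled GTP competition control and 100% = no-compound control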
Target sequence (P01112 whole entry, looked up): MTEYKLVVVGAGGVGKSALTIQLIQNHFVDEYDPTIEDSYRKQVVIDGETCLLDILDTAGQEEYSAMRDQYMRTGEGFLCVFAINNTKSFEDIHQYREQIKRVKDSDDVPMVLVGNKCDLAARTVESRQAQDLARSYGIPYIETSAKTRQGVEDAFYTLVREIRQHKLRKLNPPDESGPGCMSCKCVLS
Avidin bead fluor: compound fluoresces at 488/530 nm on avidin beads. compound fluorescence 488/530 nm, flow cytometry; active compounds read high. fluorescence (KMESF) at 10 µM. 0.38% of 220,000 active. AID 1775; in the data active = fluorescence above about 47; note: inactives centre near 10
Pf gamet viab: inhibitors of late stage P. falciparum gametocyte viability | 0.065% of 150,000 active | P. falciparum stage V gametocytes, ATP luminescence, 24 h | inhibition, % at 10.9 µM;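 active = inhibition above the mean plus 3 SD of compounds within the control limits, set per campaign, cut at about 38% in these data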;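 note: 0% = DMSO wells and 100% = medium only without gametocytes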
Rac1 wt modul: human Rac1 wildtype GTP binding, inhibitors and activators | AID 757 | GST-Rac1 beads, fluorescent GTP binding, flow cytometry; actives lie on both sides; 0 = cold GTP competed, 100 = untreated | GTP binding activity (% of control), % at 10 µM | 0.27% of 190,000 active | P63000;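 active = GTP binding activity at least 20 points away from the 100% control level, either lower or higher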
Rab7 wt GTP bind: modulators of GTP binding to dog Rab7 wildtype GTPase; GST-Rab7 beads, fluorescent GTP binding, flow cytometry; actives lie on both sides; untreated = 100%, excess cold GTP = 0%; GTP binding activity (percent of control), % at 10 µM; 0.055% of 190,000 active; AID 758;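 active = fluorescent GTP binding to Rab7 beads changed by at least 20 points from the 100% baseline, either direction, mostly lower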;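 note: median green fluorescence of bound Bodipy-FL-GTP per Rab7 bead population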
GSH bead fluor: compound fluoresces at 488/530 nm on GSH beads. GSH beads flow cytometry, compound fluorescence 488/530 nm; active compounds read high. fluorescence (KMESF) at 10 µM. 0.25% of 190,000 active; in the data active = fluorescence above about 89;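 note: glutathione beads carrying GST-tagged Bcl family fusion proteins plus one bare bead set; values are compound well signal with DMSO vehicle wells as background; inactives centre near 16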
ABCG2 inh: blocks JC-1 efflux by human ABCG2 transporter; Q9UNQ0; IgMXP3 cells, flow cytometry; AID 1325; 0.1% of 190,000 active; inhibition, % at 6.6 µM;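 active = inhibition above 80%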;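 note: 0% = DMSO and 100% = nicardipine control wells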
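Test system: IgMXP3 cells (ABCG2) mixed with DDAO far-red-labelled CCRF-Adr cells (ABCB1). Reagent: JC-1 transporter substrate. Compound dosing: single test compound dose, 6.6 µM final. Times: 10 min compound exposure, 25 °C. Detection: flow cytometry of retained JC-1 fluorescence. Read-out basis: efflux inhibition in percent versus controls. Controls: nicardipine and DMSO wells.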
Rac1 act GTP bind: human Rac1 activated mutant GTP binding change | P63000 | GST-Rac1 activated beads, fluorescent GTP binding, flow cytometry; actives lie on both sides; 100% means binding = to untreated wells | percent activity (GTP binding), % at 10 µM | 0.11% of 190,000 active | AID 764;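 active = GTP binding at least 20 percentage points away from the 100% baseline, in either direction, so actives lie on both sides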
Cdc42 wt: modulators (inhibitors or activators) of GTP binding to human Cdc42 wildtype | P60953 | GST-Cdc42 beads, Bodipy-GTP binding, flow cytometry; actives lie on both sides | percent activity (GTP binding), % at 10 µM | 0.2% of 190,000 active | AID 761;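 active = percent activity GTP binding at least 20 points away from the 100% baseline, either down as inhibitor or up as activator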;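 note: median bead fluorescence of bound Bodipy-FL-GTP at 100 nM; 0% = excess unlabeled GTP control and 100% = no compound control; below 100% means less GTP binding so inhibitor and above means activator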
Target sequence (P60953 whole entry, looked up): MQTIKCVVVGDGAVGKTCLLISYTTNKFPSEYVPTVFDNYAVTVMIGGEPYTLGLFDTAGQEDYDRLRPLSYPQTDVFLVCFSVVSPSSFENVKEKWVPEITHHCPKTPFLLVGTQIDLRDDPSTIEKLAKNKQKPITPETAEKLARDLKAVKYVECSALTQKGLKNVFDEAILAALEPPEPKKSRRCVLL
The depositor's hits bear a star; . = no result given; [ ] = dose if it differs, or a comment.

Each structure is followed by: ABCB1 inh	Rab2A wt mod	HRas wt GTP	Avidin bead fluor	Pf gamet viab	Rac1 wt modul	Rab7 wt GTP bind	GSH bead fluor	ABCG2 inh	Rac1 act GTP bind	Cdc42 wt
Cc1cc2ncn(CC3CC3(Cl)Cl)c2cc1C (stereo not given)
  0.6	93.0	95.0	9	22.4	90.0	102.0	19	6.0	94.0	99.0
COc1ccc(N2CCN(Cc3nc(N)nc(Nc4ccccc4OC)n3)CC2)cc1
  0.7	102.0	100.0	11	11.5	101.0	97.0	26	6.4	99.0	101.0
N#C/C(=C/c1ccc(N2CCOCC2)c([N+](=O)[O-])c1)C(N)=O
  -0.2	96.0	96.0	2	2.9	100.0	97.0	25	-0.8	97.0	98.0
Cc1cc(C)cc(OCC(=O)OC/C(O)=C(\C#N)c2nc3ccccc3[nH]2)c1
  0.1	98.0	99.0	2	.	101.0	103.0	11	0.7	97.0	99.0
C/C(=N\NC(=O)c1cccc(S(=O)(=O)Nc2cccc(Cl)c2)c1)c1cccs1
  -2.2	95.0	95.0	20	19.4	101.0	97.0	15	11.5	96.0	99.0
COC(=O)C1=C(C)N(c2cccc(C(C)=O)c2)C(=O)C1
  0.3	101.0	99.0	14	.	100.0	103.0	34	-1.4	97.0	98.0
CSc1nc(=O)n2cc(C)ccc2n1
  -0.3	96.0	95.0	10	-1.2	98.0	93.0	12	-0.6	97.0	98.0
CC(C)(C)C1CCC2(CC1)NC(=S)N(c1ccccc1)N2 (stereo not given)
  0.1	96.0	95.0	25	.	101.0	94.0	19	0.0	95.0	101.0
O=C(CCCC(=O)N(CC(=O)NC1CCCC1)Cc1ccc(F)cc1)Nc1ccccn1
  0.5	98.0	100.0	36	.	100.0	97.0	14	1.3	100.0	103.0
COc1ccc(C2CC(=O)N3CN(Cc4ccco4)CSC3=C2C#N)cc1 (stereo not given)
  0.4	100.0	97.0	6	6.2	104.0	99.0	12	2.2	99.0	102.0
Cc1ccc([N+](=O)[O-])cc1S(=O)(=O)N1CCCCC1C(=O)O (stereo not given)
  0.5	96.0	96.0	10	.	100.0	95.0	12	1.4	97.0	97.0
Cc1cccc(CSc2ncccc2C(=O)O)c1
  6.5	132.0*[activator]	129.0*[activator]	23	-5.8	161.0*[activator]	120.0*[activator]	21	18.7	134.0*[activator]	149.0*[activator]
CCSc1nc(-c2ccccc2)c(C#N)c(=O)[nH]1
  -0.5	97.0	96.0	20	.	100.0	96.0	37	13.8	93.0	97.0
COc1ccc(S(=O)(=O)NCC(=O)O)cc1C(=O)NC1CCCCC1
  0.9	95.0	97.0	11	10.6	105.0	94.0	5	7.3	100.0	99.0
C=CCSc1nc2c(c(=O)[nH]c(=O)n2C)n1C(C)C
  1.1	101.0	101.0	13	6.1	102.0	98.0	32	4.0	97.0	98.0
CCOC(=O)N1CCN(c2c(NCc3ccccn3)c(=O)c2=O)CC1
  -2.7	101.0	101.0	7	.	104.0	105.0	25	-3.6	100.0	99.0
Cn1c(=O)c2c(ncn2CC(=O)N2CCCc3ccccc32)n(C)c1=O
  1.4	101.0	102.0	11	-5.6	104.0	98.0	26	8.0	101.0	102.0
O=C1c2nccnc2C(=O)N1c1ccc(C(F)(F)F)cc1
  0.5	93.0	95.0	10	.	97.0	91.0	11	1.8	95.0	94.0
c1ccc(-n2nnnc2SCc2cn3cccnc3n2)cc1
  0.4	94.0	96.0	10	-2.2	95.0	94.0	52	0.2	95.0	98.0
CCOC(=O)c1ccc(NC(=O)CCNc2c(N3CCCC3)c(=O)c2=O)cc1
  -0.9	99.0	101.0	22	-33.7	107.0	102.0	22	-6.6	99.0	105.0

(listing goes on)
Each structure is followed by: ABCB1 inh	Rab2A wt mod	HRas wt GTP	Avidin bead fluor	Pf gamet viab	Rac1 wt modul	Rab7 wt GTP bind	GSH bead fluor	ABCG2 inh	Rac1 act GTP bind	Cdc42 wt
COc1ccccc1C1N(c2cc(Cl)ccc2OC)C(=O)C2CCCN21 (stereo not given)
  0.5	103.0	103.0	7	.	107.0	101.0	14	2.1	102.0	108.0
O=c1[nH]c(SCc2ccccc2)nc2[nH]ncc12
  1.0	96.0	98.0	7	-7.2	101.0	102.0	19	7.3	97.0	97.0
O=C(Nc1nnc(-c2ccc3c(c2)CCCC3)o1)c1c(F)cccc1F
  0.0	90.0	90.0	27	-31.4	93.0	95.0	12	0.5	91.0	90.0
COc1cc(OC)cc(-c2nc(-c3ccccc3OC)no2)c1
  0.6	101.0	101.0	-2	.	104.0	92.0	65	23.9	103.0	104.0
Cc1cc(C(=O)N(NC(=O)C(C)C)c2ccccc2)cs1
  0.5	95.0	96.0	6	10.2	99.0	94.0	23	1.5	96.0	97.0
COc1ccc(-n2ccnc2SCC(=O)NCc2ccc3c(c2)OCO3)cc1
  1.7	95.0	99.0	7	-4.4	103.0	95.0	31	11.8	98.0	98.0
Cc1nc2scc(-c3cccs3)c2c(=O)[nH]1
  0.8	100.0	100.0	8	.	100.0	102.0	39	8.4	98.0	100.0
O=C(Nc1ccccc1C(=O)N1CCCCC1)c1cccc(S(=O)(=O)N2CCOCC2)c1
  1.0	106.0	106.0	11	.	112.0	106.0	14	2.6	100.0	109.0
COn1c(=S)[nH]c2ccccc2c1=O
  0.0	103.0	101.0	12	3.3	103.0	98.0	25	-2.0	100.0	102.0
Cc1nc2cc(NS(=O)(=O)c3c(C)c(C)cc(C)c3C)ccc2s1
  0.8	96.0	96.0	.	-12.4	98.0	95.0	18	1.9	96.0	96.0
O=C(C[n+]1ccc(-c2nnc3n2CCC3)cc1)c1ccc(Cl)cc1
  -0.2	102.0	102.0	6	-3.7	106.0	100.0	7	-4.0	103.0	104.0
O=C1CCC(CCC(=O)N2CCCC(C(=O)c3cccc(C(F)(F)F)c3)C2)=NN1 (stereo not given)
  -0.3	96.0	96.0	4	-3.9	99.0	99.0	18	-0.8	96.0	94.0
CCOC(=O)N/C(N)=N/c1nc2ccccc2s1
  0.8	98.0	99.0	13	-10.1	104.0	98.0	31	13.0	99.0	102.0
CC(NC(=O)Nc1ccc(Cl)c(Cl)c1)C(c1ccccc1)N1CCOCC1 (stereo not given)
  1.1	101.0	103.0	11	-3.9	103.0	102.0	10	6.0	100.0	98.0
CCN1C(=O)/C(=C/N(C)c2ccccc2)OC1=S
  0.5	103.0	101.0	16	10.4	104.0	104.0	28	46.7	98.0	101.0
Cn1cnnc1SCCNS(=O)(=O)c1ccccc1
  0.6	98.0	99.0	12	.	97.0	98.0	33	1.1	96.0	98.0
Cc1cc(C)c2cc(CN(Cc3nnnn3C3CCCCC3)CC3CCCO3)c(=O)[nH]c2c1 (stereo not given)
  0.9	97.0	99.0	9	-2.4	100.0	99.0	42	1.0	97.0	95.0
COc1ccc(S(=O)(=O)Nc2ccccc2)cc1OC
  0.2	97.0	99.0	11	.	97.0	96.0	27	1.4	97.0	100.0
Cc1ccc(C(=O)N/C(=C/C=C/c2ccccc2)C(=O)NCc2ccco2)cc1
  -0.5	102.0	101.0	13	.	104.0	97.0	11	-0.9	103.0	102.0
O=C(O)c1cc(-c2ccccc2)nc2nc(N3CCCCC3)sc12
  -0.4	95.0	92.0	9	5.7	95.0	98.0	18	-1.9	94.0	95.0

(next part)
Each structure is followed by: ABCB1 inh	Rab2A wt mod	HRas wt GTP	Avidin bead fluor	Pf gamet viab	Rac1 wt modul	Rab7 wt GTP bind	GSH bead fluor	ABCG2 inh	Rac1 act GTP bind	Cdc42 wt
Cc1cc(C(=O)NCc2ccccc2)no1
  0.3	99.0	100.0	10	.	101.0	97.0	25	1.4	99.0	99.0
CN1CCN(/C=C2\SC(=S)NC2=O)CC1
  -0.1	102.0	102.0	13	.	104.0	99.0	22	0.7	102.0	103.0
COc1ccc(-c2csc(N(Cc3ccccc3)C(=O)COc3ccc(Cl)cc3)n2)cc1
  0.1	93.0	95.0	6	-9.6	97.0	96.0	42	0.0	94.0	97.0
N#C/C(=C\c1ccco1)C(=O)NCc1ccccc1
  0.4	95.0	97.0	27	.	101.0	97.0	12	1.9	96.0	95.0
Cc1ccccc1NC(=O)C(c1ccccc1)C1CCCC1 (stereo not given)
  0.1	97.0	98.0	7	-7.1	103.0	102.0	21	0.9	100.0	108.0
CCCC(c1nnnn1C(C)(C)C)N1CCN(C(=O)c2ccco2)CC1 (stereo not given)
  0.8	96.0	94.0	13	-22.7	96.0	95.0	26	1.0	97.0	98.0
Cc1cccc(NC(=O)Nc2cccc(C#N)c2)n1
  0.3	102.0	99.0	23	.	104.0	102.0	15	4.2	101.0	103.0

One compound at a time (already shown). Screens in order: ABCB1 inh, Rab2A wt mod, HRas wt GTP, Avidin bead fluor, Pf gamet viab, Rac1 wt modul, Rab7 wt GTP bind, GSH bead fluor, ABCG2 inh, Rac1 act GTP bind, Cdc42 wt
Cc1cccc(NC(=O)Nc2cccc(C#N)c2)n1 is listed with 0.3, 102.0, 99.0, 23, ., 104.0, 102.0, 15, 4.2, 101.0, 103.0
Cc1ccccc1NC(=O)C(c1ccccc1)C1CCCC1 (stereo not given) is listed with 0.1, 97.0, 98.0, 7, -7.1, 103.0, 102.0, 21, 0.9, 100.0, 108.0
